TrxR1 inh: inhibitors of rat thioredoxin reductase 1; 390,000 tested, 1% active; Potency, µM (highest dose often 114 µM), for inactives: at the highest dose activity change, negative = inhibition, most hits filed as inhibitors; recombinant rTrxR1, NADPH fluorescence consumption, selenite substrate; also: % is scaled to controls: 0 for no effect and ±100 for the full control effect; nearly all actives have a fitted effect of over 65% in size
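Rat TrxR1 (90 nM in the dispensed reagent) was pre-reduced with 400 uM NADPH for 5 min at room temperature, then incubated with compound for 15 min. After 400 uM selenite was added, NADPH fluorescence (Ex 340/Em 450 nm) was followed for 8 min.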
HP1b chromo inh: inhibitors of HP1-beta chromodomain binding to methylated histone tails. P83916. AlphaScreen HP1-beta / biotin-H3K9me3 peptide binding. Potency, µM (doses to about 114 µM), inactives show at the highest dose activity change, negative = inhibition, hits mostly inhibitors. 390,000 tested, 0.56% active; also: nearly all actives have a fitted effect of over 70% in size; inactives centre near 23
Target sequence (P83916 whole entry, looked up): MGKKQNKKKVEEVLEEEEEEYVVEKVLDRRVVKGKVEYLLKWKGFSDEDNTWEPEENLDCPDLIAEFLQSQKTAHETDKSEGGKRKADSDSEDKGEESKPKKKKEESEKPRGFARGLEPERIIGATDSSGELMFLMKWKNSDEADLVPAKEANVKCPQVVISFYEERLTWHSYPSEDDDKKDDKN
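AlphaScreen: HP1-beta (50 nM) preformed 30 min with biotin-H3(1-18)K9me3 peptide (50 nM) in PBS pH 7.4, 0.01% Tween-20. Compound added for 30 min at RT, then streptavidin donor/nickel chelate acceptor beads (10 ug/mL) for 30 min.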
ALOX12 inh: blocks human arachidonate 12S-lipoxygenase; P18054; purified 12hLO, xylenol orange hydroperoxide absorbance; Potency, µM (top dose mostly 108 µM), for inactives: at the highest dose activity change, negative = inhibition, usual class: inhibitors; 580,000 tested, 1.1% active; also: % is scaled to controls: 0 for no effect and ±100 for the full control effect
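Purified human 12hLO at 150 nM in 25 mM Hepes, 0.01% Triton X-100, pH 7.0, preincubated 15 min at room temperature with compound. Reaction started with 40 uM arachidonic acid, 30 min at room temperature. Hydroperoxide measured by Fe-xylenol orange, 573/405 nm absorbance ratio.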
Pin1 inh: blocks the human prolyl isomerase Pin1. Pin1 FP peptide displacement, HiFluor488, 10 min. Potency, µM (titrated, usually from 115 µM), inactives show at the highest dose activity, negative = inhibition, usual class: inhibitors. 390,000 tested, 0.009% active. Q13526; active = well fitted inhibition curve with a large enough effect in the polarisation, with a control signal flat, not every such curve was filed as active; inconclusive = small, poorly fitted or top-dose-only effect, or effect the other way, or a change in a side signal; inactive = no such curve, though single readings can be large or run the other way; the % refers to the polarisation; also: % is scaled to controls: 0 for no effect and ±100 for the full control effect
Target sequence (Q13526 whole entry, looked up): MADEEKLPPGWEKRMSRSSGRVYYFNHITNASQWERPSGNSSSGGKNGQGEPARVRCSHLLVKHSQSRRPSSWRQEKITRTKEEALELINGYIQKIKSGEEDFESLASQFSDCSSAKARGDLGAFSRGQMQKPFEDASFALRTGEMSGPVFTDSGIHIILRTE
GLS inh: inhibitors of human glutaminase (GLS) | O94925 | GLS enzymatic activity, qHTS titration | Potency, µM (doses to about 45.5 µM), inactives show at the top dose activity change, negative = inhibition, usual class: inhibitors | 410,000 tested, 0.21% active | AID 624170; also: % is scaled to controls: 0 for no effect and ±100 for the full control effect
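hKGA in 45 mM KH2PO4 pH 8.2, 0.02% Tween-20 with pin-transferred compounds; 1 mM L-glutamine (stock) plus glutamate oxidase/HRP/Amplex Red coupling added. Fluorescence read initially and after 30 min at RT.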
ERG Ets-DNA blk: inhibitors of human ERG Ets domain-DNA interaction; fluorescence polarization, His-ERG Ets domain / labelled DNA; Potency, µM (top dose mostly 76.9 µM), for inactives: top-dose FP activity, negative = inhibition, most hits filed as inhibitors; 370,000 tested, 0.028% active; AID 624246; active = well fitted inhibition curve with a large enough effect in the polarisation, with a control signal flat; inconclusive = small, poorly fitted or top-dose-only effect, or effect the other way, or a change in a side signal; inactive = no such curve, though single readings can be large or run the other way; the % refers to the polarisation;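 also: polarization taken with two DNA probes labelled with fluorescein and Texas red; % of control where 0% means no effect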
Target sequence (P11308 whole entry, looked up, the tested form may be a part): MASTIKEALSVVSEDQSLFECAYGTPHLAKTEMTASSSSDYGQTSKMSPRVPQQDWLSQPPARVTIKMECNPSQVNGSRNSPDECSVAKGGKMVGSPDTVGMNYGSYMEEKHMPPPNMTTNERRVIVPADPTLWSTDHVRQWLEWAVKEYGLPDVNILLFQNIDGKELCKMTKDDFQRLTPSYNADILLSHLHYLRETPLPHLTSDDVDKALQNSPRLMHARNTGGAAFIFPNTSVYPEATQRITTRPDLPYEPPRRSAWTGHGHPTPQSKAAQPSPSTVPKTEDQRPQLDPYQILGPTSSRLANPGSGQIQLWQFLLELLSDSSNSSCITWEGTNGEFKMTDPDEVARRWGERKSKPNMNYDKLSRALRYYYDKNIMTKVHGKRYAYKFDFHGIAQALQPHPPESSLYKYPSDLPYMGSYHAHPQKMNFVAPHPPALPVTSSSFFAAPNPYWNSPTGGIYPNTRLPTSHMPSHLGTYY
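His-tagged ERG Ets domain (1 uM in the protein solution; 300mM KCl, 50mM Tris-HCl, 1mM EDTA, 1mM DTT, pH 7.5) received compound, then a probe mix of 5 nM fluorescein-DNA and 100nM Texas-615-DNA. Fluorescence polarization was read for both dyes.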
RGS4 inh: inhibitors of human regulator of G protein signaling 4; 390,000 tested, 0.039% active; Potency, µM (titrated, usually from 114 µM), without a hit: at the top dose activity change, negative = inhibition, actives largely listed as inhibitors; AID 504845; P49798; Transcreener GDP fluorescence polarization, RGS4-accelerated GTP hydrolysis; also: % is scaled to controls: 0 for no effect and ±100 for the full control effect; nearly all actives have a fitted effect of over 75% in size; some results filed as inactive show a strong effect at the top dose
Target sequence (P49798 whole entry, looked up): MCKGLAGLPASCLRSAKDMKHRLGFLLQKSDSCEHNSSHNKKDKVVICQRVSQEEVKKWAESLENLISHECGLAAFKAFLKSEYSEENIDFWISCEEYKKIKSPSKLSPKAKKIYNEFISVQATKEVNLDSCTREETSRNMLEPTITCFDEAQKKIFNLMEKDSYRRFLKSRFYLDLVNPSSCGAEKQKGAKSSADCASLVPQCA
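MLSMR compounds (23 nl, pin-transferred) preincubated 10 min at room temperature with a 500nM (2x) first reagent, then RGS4 at 900nM (2x) plus Transcreener GDP mix added; fluorescence polarization (620/688 nm) read before and after 90 min at 30 °C.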
JMJD2A Tudor: JMJD2A Tudor domain (human) inhibition; AlphaScreen JMJD2A-Tudor / H3K4me3 peptide binding; Potency, µM (top dose mostly 114 µM), inactives show at the highest dose activity change, negative = inhibition, most hits filed as inhibitors; 390,000 tested, 4.4% active; also: % is scaled to controls: 0 for no effect and ±100 for the full control effect; nearly all actives have a fitted effect of over 50% in size
PGK inhibitor: inhibitors of T. brucei phosphoglycerate kinase. PGK/GAPDH coupled, Kinase-Glo luminescence, 60 min. Potency, µM (doses to about 57.5 µM), for inactives: at the top dose activity change, negative = inhibition, hits mostly inhibitors. 380,000 tested, 0.043% active. AID 602233; also: % is scaled to controls: 0 for no effect and ±100 for the full control effect; nearly all actives have a fitted effect of over 60% in size
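Recombinant glycosomal PGK reaction used 1,3-bisphosphoglycerate generated in-well by GAPDH (100nM final) in 100mM TEA pH 7.6, 5mM MgCl2, 0.01% Tween-20. After 60 minutes at room temperature, ATP was read by Kinase-Glo Plus luminescence end-point.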
* hit, by the source's call; [ ] = dose if it differs, or a comment. Unless noted, calls follow the shape of the dose curve; as a rule, active = well fitted curve in the direction sought with a large enough effect; inconclusive = small, poorly fitted or top-dose-only effect, or another doubt; inactive = no such curve, though single readings can be large; an effect the other way counts as inactive or inconclusive. Potency is read from the fitted curve at half-maximal effect.

Results for COc1ccc(CNC(=O)Cn2cccc2C(=O)c2ccccc2)cc1 ?
TrxR1 inh: 7%; HP1b chromo inh: 29%; ALOX12 inh: -2%; Pin1 inh: -2%; GLS inh: -14%; ERG Ets-DNA blk: -3%; RGS4 inh: -25%; JMJD2A Tudor: -6%; PGK inhibitor: -7%

What do the screens show for `CCCCCNC(=O)C(C)Sc1ccc(Cl)cc1` (stereo unspecified)?
TrxR1 inh: 21%; HP1b chromo inh: 38%[activator]; ALOX12 inh: 3%; Pin1 inh: 2%; GLS inh: -1%; ERG Ets-DNA blk: -11%; RGS4 inh: 9%; JMJD2A Tudor: 3%; PGK inhibitor: -4%

Results for c1ccc(-c2[nH]ncc2CN2CCN(Cc3ccc4c(c3)OCO4)CC2)cc1 ?
TrxR1 inh: 20%; HP1b chromo inh: -7%; ALOX12 inh: 54%[activator]; Pin1 inh: -4%; GLS inh: 0%; ERG Ets-DNA blk: -7%; RGS4 inh: -16%; JMJD2A Tudor: -21%; PGK inhibitor: -9%

Results for CC(C)=CCCC(C)CN1CCC(n2nccc2NC(=O)c2cccnc2)CC1 (stereo unspecified) ?
TrxR1 inh: 11%; HP1b chromo inh: 10%; ALOX12 inh: 2%; Pin1 inh: -2%; GLS inh: 2%; ERG Ets-DNA blk: -8%; RGS4 inh: 12%; JMJD2A Tudor: -14%; PGK inhibitor: 8%

Results for O=[N+]([O-])c1ccc(SCc2c(F)cccc2Cl)nc1 ?
TrxR1 inh: 13%; HP1b chromo inh: -21%; ALOX12 inh: 95%[activator]; Pin1 inh: 1%; GLS inh: 2%; ERG Ets-DNA blk: -20%; RGS4 inh: 4%; JMJD2A Tudor: 56µM*; PGK inhibitor: -12%

Results for O=C(Nc1ccc2cn[nH]c2c1)c1ccc(S(=O)(=O)N2CCOCC2)cc1 ?
TrxR1 inh: 24%[57.1 µM]; HP1b chromo inh: 4%; ALOX12 inh: 6%; Pin1 inh: -2%; GLS inh: 0%; ERG Ets-DNA blk: -9%; RGS4 inh: -16%; JMJD2A Tudor: -12%; PGK inhibitor: -7%

What do the screens show for `COc1ccc(-c2csc(C(C#N)=C(O)CSc3nccn3C)n2)cc1OC`?
TrxR1 inh: -21%; HP1b chromo inh: inconclusive; ALOX12 inh: -27%; Pin1 inh: inconclusive; GLS inh: 28%; ERG Ets-DNA blk: 56%[activator]; RGS4 inh: -28%; JMJD2A Tudor: inconclusive; PGK inhibitor: 2%

Results for CCC(=O)N1CCc2cc(S(=O)(=O)NC(C(=O)NCCc3ccc(C)cc3)C(C)C)ccc21 (stereo unspecified) ?
TrxR1 inh: 19%; HP1b chromo inh: 32%; ALOX12 inh: -20%; Pin1 inh: inconclusive; GLS inh: 1%; ERG Ets-DNA blk: -3%; RGS4 inh: 12%; JMJD2A Tudor: -18%; PGK inhibitor: -2%

Results for Cc1nc(NC2=NCN(CCCN3CCOCC3)CN2)nc2c(C)cccc12 ?
TrxR1 inh: -3%; HP1b chromo inh: 27%; Pin1 inh: 9%; GLS inh: 2%; ERG Ets-DNA blk: 13%; RGS4 inh: -22%; JMJD2A Tudor: -12%; PGK inhibitor: 6%

How did Cc1cc(C(=O)O)ccc1NCc1cccnc1 do in these assays?
TrxR1 inh: 6%[57.1 µM]; HP1b chromo inh: 49%[activator]; ALOX12 inh: 0%; Pin1 inh: -3%; GLS inh: -1%; ERG Ets-DNA blk: -6%; RGS4 inh: -12%; JMJD2A Tudor: -8%; PGK inhibitor: -5%

How did CCCCn1c(SC(C)C(N)=O)nc2cc(C(=O)OC)ccc2c1=O (stereo unspecified) do in these assays?
TrxR1 inh: -4%; HP1b chromo inh: 20%; ALOX12 inh: 9%; Pin1 inh: 2%; GLS inh: 20%; ERG Ets-DNA blk: 22%; RGS4 inh: -18%; JMJD2A Tudor: -18%; PGK inhibitor: -6%

How did CC1CCN(S(=O)(=O)c2ccc(NC(=O)CN3CCCC3)cc2)CC1 do in these assays?
TrxR1 inh: 17%[57.1 µM]; HP1b chromo inh: -26%; ALOX12 inh: inconclusive; Pin1 inh: -1%; GLS inh: -5%; ERG Ets-DNA blk: -6%; RGS4 inh: -9%; JMJD2A Tudor: 4µM*; PGK inhibitor: inactive

How did Cc1cc(C)nc(/N=C(\N)Nc2ccc(S(=O)(=O)Nc3nccc(C)n3)cc2)n1 do in these assays?
TrxR1 inh: 0%; HP1b chromo inh: -11%; ALOX12 inh: -4%; Pin1 inh: -3%; GLS inh: 6%; ERG Ets-DNA blk: -3%; RGS4 inh: 13%; JMJD2A Tudor: -25%; PGK inhibitor: inactive

How did COc1ccccc1NC(=O)c1nc[nH]c1C(=O)Nc1ccccc1OC do in these assays?
TrxR1 inh: 12%[57.1 µM]; HP1b chromo inh: inconclusive; ALOX12 inh: -10%; Pin1 inh: -3%; GLS inh: 1%; ERG Ets-DNA blk: -7%; RGS4 inh: -14%; JMJD2A Tudor: -11%; PGK inhibitor: -9%

Results for COc1cccc(OC)c1C(=O)Nc1cccc(-c2ccc3nncn3n2)c1 ?
TrxR1 inh: 8%; HP1b chromo inh: 27%; ALOX12 inh: 0%; Pin1 inh: -2%; GLS inh: 3%; ERG Ets-DNA blk: 15%; RGS4 inh: 5%; JMJD2A Tudor: -3%; PGK inhibitor: -3%

What do the screens show for `Cc1cccc(N2CCN(C(=O)c3ccc(N4CCCC4=O)cc3)CC2C)c1` (stereo unspecified)?
TrxR1 inh: -15%; HP1b chromo inh: 46%[activator]; ALOX12 inh: 0%[57.4 µM]; Pin1 inh: inconclusive; GLS inh: 38%[activator]; ERG Ets-DNA blk: 3%; RGS4 inh: 12%; JMJD2A Tudor: -26%; PGK inhibitor: -4%

What do the screens show for `CCOc1ccccc1NC(=O)COC(=O)C(CC(C)C)N1C(=O)C2CC=CCC2C1=O` (stereo unspecified)?
TrxR1 inh: -17%; HP1b chromo inh: 28%; ALOX12 inh: -18%; Pin1 inh: -3%; GLS inh: -3%; ERG Ets-DNA blk: -5%; RGS4 inh: 6%; JMJD2A Tudor: -26%; PGK inhibitor: inactive

What do the screens show for `CN(Cc1cccs1)C(=O)CN1CCN(S(=O)(=O)c2ccc3c(c2)OCCCO3)CC1`?
TrxR1 inh: -8%; HP1b chromo inh: 17%; ALOX12 inh: inconclusive; Pin1 inh: -3%; GLS inh: 4%; ERG Ets-DNA blk: 0%; RGS4 inh: 22%; JMJD2A Tudor: -8%; PGK inhibitor: -3%

What do the screens show for `COCCCNCCCCOc1ccc(Br)cc1Cl`?
TrxR1 inh: -9%; HP1b chromo inh: -50%; ALOX12 inh: -15%; Pin1 inh: -2%; GLS inh: 2%; RGS4 inh: -6%; JMJD2A Tudor: 22µM*; PGK inhibitor: -8%

What do the screens show for `CCc1ccc(NC(=O)c2sc3nc(C)cc(C)c3c2NC(=O)c2ccccc2OC)cc1`?
TrxR1 inh: 17%[11.4 µM]; HP1b chromo inh: 49%[activator]; ALOX12 inh: 0%; Pin1 inh: inconclusive; GLS inh: -1%; ERG Ets-DNA blk: -31%; RGS4 inh: -2%; JMJD2A Tudor: -8%; PGK inhibitor: -10%

Results for COc1ccc(CC(=O)Nc2c(C(N)=O)oc3ccccc23)cc1OC ?
TrxR1 inh: 12%; HP1b chromo inh: 70%[activator]; ALOX12 inh: 5%; Pin1 inh: -6%; GLS inh: -1%; ERG Ets-DNA blk: -3%; RGS4 inh: 0%[11.4 µM]; JMJD2A Tudor: -13%; PGK inhibitor: 9%

Results for NC(=O)CC(NC(=O)c1ccccc1)c1ccc(NCc2ccc(F)cc2)c([N+](=O)[O-])c1 (stereo unspecified) ?
TrxR1 inh: 18%; HP1b chromo inh: -4%; ALOX12 inh: -25%; Pin1 inh: 31%[activator]; GLS inh: 1%; ERG Ets-DNA blk: -9%; RGS4 inh: -10%; JMJD2A Tudor: -35%; PGK inhibitor: -1%

How did CC(C)N(Cc1ccccc1)S(=O)(=O)c1ccc(F)cc1 do in these assays?
TrxR1 inh: 16%; HP1b chromo inh: 126%[activator]; ALOX12 inh: 0%; Pin1 inh: -7%; GLS inh: -4%; ERG Ets-DNA blk: 7%; RGS4 inh: 4%; JMJD2A Tudor: 84%[activator]; PGK inhibitor: -2%

What do the screens show for `O=C(NCc1ccccc1)C1=C[C@H](c2coc3ccccc3c2=O)C[C@H](OCc2ccc(CO)cc2)O1`?
TrxR1 inh: 27%; HP1b chromo inh: 20%; ALOX12 inh: 0%; Pin1 inh: inconclusive; GLS inh: 1%; ERG Ets-DNA blk: -12%; RGS4 inh: -10%; JMJD2A Tudor: -5%; PGK inhibitor: -8%

What do the screens show for `COc1cccc(CNc2ccc(S(N)(=O)=O)cc2)c1OC`?
TrxR1 inh: 6%; HP1b chromo inh: 25%; ALOX12 inh: 11%; Pin1 inh: 1%; GLS inh: -4%; ERG Ets-DNA blk: 4%; RGS4 inh: -1%; JMJD2A Tudor: -7%

Bioassay records as filed in PubChem.

A portion of the library, so the mix of outcomes need not match the whole.
